Assay outcomes deposited in PubChem BioAssay by several laboratories.
Vif imaging: inhibitors of HIV Vif; HEK293T cells, Vif self-association by quenched fluorescence, imaging, 24 h; inhibition, % at 7.49 µM; hit rate 0.35% among 340,000; AID 602346; in the data active = inhibition above about 50%, passing the limit was not always enough; note: some results filed as inactive read as strong as hits
Shn3 inh set2: Schnurri-3 reporter inhibition in Clone20 osteoblasts; Clone20 osteoblast Shn3 3'UTR firefly luciferase, 24 h; inhibition, % at 12.5 µM; hit rate 0.52% among 360,000;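 active = mean inhibition of at least 75% with every replicate also reaching 75%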;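 note: 0% = median of neutral control wells and 100% = pilot-screen positive control compound; some compounds past the cut are filed as inactive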
NR2E3 ag-1: human photoreceptor-specific nuclear receptor agonism; hit rate 0.35% among 360,000; Q9Y5X4; CHO-S Gal4-NCOR/VP16-NR2E3 two-hybrid, luciferase; AID 602229; inhibition of corepressor binding, % at 3.98 µM;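 active = inhibition above the mean of all tested compounds plus 3 SD, cut at about 70% in these data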;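 note: 0% = DMSO with NR2E3 transfected cells and 100% = cells lacking NR2E3 construct; higher means lower luciferase signal from less NR2E3 corepressor binding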
Target sequence (Q9Y5X4 whole entry, looked up, the tested form may be a part): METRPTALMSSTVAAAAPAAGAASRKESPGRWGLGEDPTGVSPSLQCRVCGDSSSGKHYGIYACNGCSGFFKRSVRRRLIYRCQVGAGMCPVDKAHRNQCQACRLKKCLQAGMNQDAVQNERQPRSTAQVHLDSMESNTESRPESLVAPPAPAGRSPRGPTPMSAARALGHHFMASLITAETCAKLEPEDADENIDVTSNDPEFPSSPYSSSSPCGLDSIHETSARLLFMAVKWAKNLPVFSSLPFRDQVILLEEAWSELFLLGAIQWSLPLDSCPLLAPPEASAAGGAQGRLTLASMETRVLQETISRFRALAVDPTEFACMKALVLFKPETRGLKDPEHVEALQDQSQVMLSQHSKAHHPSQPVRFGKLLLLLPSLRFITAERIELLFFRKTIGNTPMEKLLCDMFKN
Peg3 promoter: inhibitors of Peg3 promoter; HeLa PEG-Prom luciferase reporter, luminescence, overnight; inhibition, % at 20 µM; hit rate 1.7% among 360,000;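 active = inhibition of at least 50% at 20 µM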
PDI turbidity: inhibitors of human protein disulfide isomerase; P07237; PDI insulin aggregation turbidity, A650, 90 min; inhibition, % at 10 µM; hit rate 0.052% among 350,000; AID 588391;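 active = mean inhibition across replicates of 30% or more, whatever share of single replicates reach that level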;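 note: absorbance from insulin aggregation driven by PDI reduction with DTT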
Target sequence (P07237 whole entry, looked up): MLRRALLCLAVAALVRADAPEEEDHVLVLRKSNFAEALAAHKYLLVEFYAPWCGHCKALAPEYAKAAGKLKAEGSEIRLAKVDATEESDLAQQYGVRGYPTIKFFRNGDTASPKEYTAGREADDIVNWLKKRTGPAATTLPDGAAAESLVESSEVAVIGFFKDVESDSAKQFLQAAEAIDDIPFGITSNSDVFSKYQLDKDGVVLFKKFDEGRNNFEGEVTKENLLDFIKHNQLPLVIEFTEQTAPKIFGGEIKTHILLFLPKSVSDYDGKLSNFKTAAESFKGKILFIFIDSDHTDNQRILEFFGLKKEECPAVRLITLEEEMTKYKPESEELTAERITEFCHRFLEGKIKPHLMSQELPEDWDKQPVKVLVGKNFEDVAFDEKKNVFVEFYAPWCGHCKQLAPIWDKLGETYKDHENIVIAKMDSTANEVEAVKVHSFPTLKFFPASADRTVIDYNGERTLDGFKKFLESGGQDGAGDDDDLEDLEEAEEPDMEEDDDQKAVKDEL
CF NFkB block: blocks PAF-induced NF-kB reporter in cystic fibrosis cells; hit rate 0.86% among 360,000; KKLEB NF-kB-GFP reporter, GFP fluorescence overnight; inhibition, % at 5 µM; AID 588850;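 active = at least 50% inhibition at 5 µM, scaled per plate between neutral and stimulator controls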;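 note: PAF is a Pseudomonas aeruginosa culture filtrate used as stimulus; plate controls were PAF-stimulated DMSO wells for no effect and unstimulated DMSO wells for full effect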
KKLEB cytotox: CF airway cell cytotoxicity counter-screen. KKLEB CF airway cells viability, ATPlite luminescence, overnight; stronger effect = lower value; cells stimulated with P. aeruginosa culture filtrate. activity change (cytotoxicity), % at 5 µM. hit rate 0.36% among 360,000;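 active = corrected activity change at or below -50% at 5 µM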
CaV13 ICDI inh: Primary screen for inhibitors of IQ motif and Ca2+-dependent inactivation inhibitor domain binding in CACNA1D, Förster resonance energy transfer in living cells, … | hit rate 0.098% among 340,000 | inhibition, % at 12.3 µM | AID 743397 | HEK cells, CFP/YFP FRET ICDI-IQ, plate reader, 10 min; percent FRET-ratio fall versus neutral wells;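 active = mean replicate inhibition of at least 30% and at least 1% of replicates passing that level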;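 note: 0% = median of the neutral control wells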
MITF TRPM1 inh: reduces MITF-dependent TRPM1 promoter luciferase signal. SK-MEL-5 TRPM1 promoter luciferase, 24 h. hit rate 0.83% among 330,000. inhibition, % at 12.5 µM;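 active = mean inhibition across replicates of 60% or more, whatever share of single replicates reaches that level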; note: values of inactives mirror those of a sister screen read the other way
HIF-2a inh: blocks HIF-2a reporter activity; 786-0 RCC cells HIF-2a reporter, luciferase luminescence, overnight; AID 624352; hit rate 0.72% among 360,000; inhibition, % at 18.8 µM;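 active = inhibition of the luminescence signal of 40% or more relative to plate controls, in a single-dose primary screen at 18.75 µM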
NR2E3 ag-2: activates human photoreceptor nuclear receptor NR2E3; Q9Y5X4; GST-NR2E3/biotin-RetCOR TR-FRET, 1536-well; inhibition of corepressor binding, % at 4.78 µM; hit rate 0.12% among 320,000; AID 2300;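 active = percent inhibition above the cutoff of mean plus 3 SD of all tested compounds, set per screening campaign, cut at about 20% in these data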;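 note: 0% = DMSO wells and 100% = biotin wells as full block of FRET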
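Material: NR2E3–RetCOR corepressor complex / Amount: 1.35 nM GST-NR2E3 / Medium: Tris pH 7.5 / Compound: single nominal compound dose of 4.8 µM / Incubation: 5 h at 4 °C / Technique: TR-FRET, Eu(K)-anti-GST donor, streptavidin-D2 acceptor, ex 340, em 617/671 nm / Read-out basis: percent loss of FRET ratio relative to control wells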
Starred values were filed as active, the others as inactive; x = not tested or not shown.

SMILES | Vif imaging | Shn3 inh set2 | NR2E3 ag-1 | Peg3 promoter | PDI turbidity | CF NFkB block | KKLEB cytotox | CaV13 ICDI inh | MITF TRPM1 inh | HIF-2a inh | NR2E3 ag-2
O=C(NC(Cc1ccccc1)C(=O)O)/C(=C/c1ccco1)NC(=O)c1cccc([N+](=O)[O-])c1 (stereo unspecified) | 1.5 | -6.3 | -6.9 | -0.6 | -0.7 | 1.2 | 9.1 | -5.4 | 4.4 | 15.2 | 1.9
c1ccc(COC2CCCN(Cc3nc(-c4cccs4)no3)C2)nc1 (stereo unspecified) | 16.6 | 1.1 | 13.2 | -0.8 | -13.6 | 1.9 | 1.7 | 3.4 | -4.2 | -23.2 | 4.7
O=c1[nH]c(N2CCOCC2)cc2ccccc12 | -5.9 | 2.8 | -29.3 | -12.7 | 4.3 | -3.3 | 2.6 | -4.1 | 3.9 | 8.9 | 5.3
Cc1ccc(S(=O)(=O)N2CCCCC2)cc1NC(=O)C1CC1 | 15.4 | 6.0 | 3.3 | 4.4 | -3.5 | -7.4 | 3.8 | -15.3 | 5.0 | 14.0 | x
CCN1C[C@@H]2[C@@H]3C(=O)N(Cc4ccccc4)C(=O)[C@@H]3[C@](C)(C1=O)N2C(=O)c1ccc(Br)cc1 | 0.3 | 12.9 | -33.7 | 7.2 | 5.5 | -0.4 | -9.6 | -9.2 | 1.7 | 10.5 | x
COC(=O)c1ccc(Oc2nc(Nc3ccc(F)cc3)nc(N3CCCC3)n2)cc1 | 2.1 | 16.1 | 4.6 | 17.3 | -5.6 | 14.3 | -15.4 | x | -12.5 | 5.6 | 8.2
CC1=[N+](C)c2ccc3ccccc3c2C1(C)C | -0.3 | 82.7 | -8.8 | 19.9 | 1.5 | 31.3 | 1.0 | -4.1 | 44.2 | 2.4 | -2.7
Cc1onc(-c2ccccc2)c1C(=O)Nc1ccc(S(=O)(=O)NC2=NCCCCC2)cc1 | -2.6 | -2.9 | 0.4 | 13.2 | 3.0 | -10.2 | -2.0 | x | 11.4 | 12.9 | 3.7
CCN(CC)CCCNC(=O)c1ccc2c(Cl)c3c(nc2c1)CCCC3 | -0.4 | -0.5 | 19.6 | 61.2* | 21.4 | 3.4 | 3.5 | -5.1 | 37.1 | 22.3 | 3.4
CCCC(=O)N1c2ccccc2[C@@H](N(C(C)=O)c2ccccc2)C[C@H]1C | -6.6 | 5.6 | 12.1 | 15.8 | -13.6 | -9.1 | 0.3 | -5.5 | 9.9 | 13.7 | 3.0
O=C1NC2(CCCCC2)N=C1c1ccccc1 | -4.3 | 0.3 | 3.9 | -2.7 | -4.4 | 6.0 | -5.8 | -3.2 | 0.1 | 14.2 | -0.8
CCCCNC(=S)NNC(=O)c1csc(C)c1 | 10.7 | -24.7 | 5.0 | -55.6 | 1.6 | -1.5 | 1.9 | -3.9 | -8.2 | -80.8 | -0.1
C#CCOC(=O)CCCNc1ccc([N+](=O)[O-])cc1[N+](=O)[O-] | 4.9 | -1.6 | -23.9 | 4.8 | -2.0 | 0.7 | 8.7 | 14.5 | 5.0 | 2.4 | -3.3
Cc1ccc(S(=O)(=O)CC(=O)Nc2nnc(C)s2)cc1 | -3.3 | 0.5 | -23.1 | -2.1 | -9.8 | 7.3 | 0.7 | -2.4 | 7.4 | 16.0 | 4.6
COc1ccc(CN2CC(C(=O)N3CCOCC3)CC2=O)cc1 (stereo unspecified) | 15.2 | -9.7 | -5.4 | -0.2 | 1.9 | -2.2 | 5.6 | x | 0.2 | 17.4 | -0.7
COc1ccc(C(CNC(=O)c2c(C)nn(Cc3ccccc3)c2Cl)N2CCOCC2)cc1 (stereo unspecified) | 10.8 | 17.7 | 3.2 | 11.8 | 2.3 | 24.4 | -2.6 | -7.3 | 9.6 | 6.3 | 1.1
CCOc1ccc(OCC(=O)OCc2csc(CC(=O)Nc3ccccc3C)n2)cc1 | 19.0 | -3.9 | -11.1 | 0.9 | -0.7 | 21.4 | -6.8 | -19.0 | 6.8 | 10.4 | -0.9
O=[N+]([O-])c1ccc(COc2ccc(CN3CCCCC3)cc2)cc1 | -12.0 | -19.6 | -35.4 | -187.3 | 4.4 | -30.6 | 13.1 | -3.5 | -77.5 | -190.9 | x
C[C@H](CO)N1C[C@H](C)[C@H](CN(C)S(=O)(=O)c2cccc(F)c2)OCc2ccccc2-c2c(n(C)c3ccccc23)C1=O | 3.0 | 6.3 | -18.6 | 28.5 | -4.6 | 8.6 | 7.4 | -6.1 | x | -19.4 | x
CCCCNS(=O)(=O)c1cccc(S(=O)(=O)N2CCCC2)c1 | -0.3 | 8.7 | -10.3 | -6.0 | -6.1 | 4.3 | 13.2 | -2.3 | -5.9 | 4.0 | -0.7
O=C(NC1CCCCC1)C(c1ccccc1)N(Cc1ccco1)C(=O)Cn1cnc2ccccc21 (stereo unspecified) | -15.9 | 12.0 | -19.4 | 9.2 | -4.7 | -1.6 | 4.7 | 0.0 | -1.9 | 8.5 | x
Cc1c(C)n(C(=O)CN2CCN(c3ccccn3)CC2)c2ccccc12 | 10.6 | 4.9 | -22.2 | -3.0 | -2.0 | 10.0 | -1.7 | -1.6 | 10.6 | 20.5 | 2.2
COc1ccccc1-c1nnn(C/C(N)=N/O)n1 | 1.0 | -30.3 | -9.0 | 8.0 | 0.8 | -1.6 | 1.9 | -2.9 | 13.7 | 3.4 | 5.1
CC(=O)N=c1sc2nc3ccccc3nc2n1N(C(C)=O)C(C)=O | -3.3 | -2.1 | 4.9 | 48.2 | 3.7 | 11.7 | 1.4 | -3.3 | 11.4 | -24.7 | 2.1
O=C(NN=C1CCN(Cc2ccccc2)CC1)C(O)c1ccccc1 (stereo unspecified) | -2.3 | 26.1 | -26.7 | 3.5 | 7.0 | -10.3 | 4.6 | -2.7 | -12.3 | 21.6 | 1.3
COc1ccc(S(=O)(=O)N2CCCCC2)cc1NS(=O)(=O)c1ccccc1F | -1.8 | -9.3 | 26.1 | -2.4 | 0.2 | -9.0 | -8.9 | 7.2 | 8.0 | 12.5 | 1.3
O=C(COC(=O)c1ccc([N+](=O)[O-])cc1Cl)Nc1cccnc1Cl | 5.0 | -6.3 | -29.2 | 8.1 | 9.2 | -11.4 | 8.5 | -15.4 | -0.7 | 4.7 | 2.8
O=C(CCSc1nc2ccccc2o1)Nc1ccccc1 | -18.6 | 22.4 | -17.6 | -7.1 | 0.4 | 8.5 | 2.2 | -4.1 | -6.0 | -56.1 | -1.9
COc1ccc(NS(=O)(=O)c2cc(NC(=O)c3cc(=O)c4ccccc4o3)ccc2OC)cc1 | -6.0 | 21.5 | -19.1 | -0.6 | 1.0 | -9.6 | 17.1 | -4.2 | 7.5 | -6.2 | 1.6
CC1=C(C(=O)Nc2ccc(Cl)cc2C(=O)N2CCC(C(N)=O)CC2)SCCO1 | 22.1 | -4.8 | 8.6 | -0.7 | -5.0 | -5.7 | -0.4 | -7.0 | 6.9 | 11.2 | 0.2
O=C1Nc2ccccc2CCC1Sc1nnc(-c2ccc(Cl)cc2)s1 (stereo unspecified) | -16.0 | 17.2 | -17.8 | -28.1 | 5.5 | -9.9 | 13.1 | -6.3 | -4.9 | -83.0 | 1.0
COc1ccc(S(=O)(=O)N2CCCC(C(=O)NCc3ccncc3)C2)cc1Cl (stereo unspecified) | -2.3 | 26.9 | -4.1 | 10.7 | 0.8 | 18.7 | 12.9 | x | 1.3 | 2.6 | 2.0
COc1ccc(NC(=O)N2CCCC2C(=O)Nc2cccc(C)c2C)cc1 (stereo unspecified) | 26.0 | -5.3 | -5.8 | 12.2 | -5.7 | -11.9 | 11.3 | -7.2 | -16.9 | 4.7 | -0.1
Cc1[nH]c(C(=O)N/N=C/c2ccc(C(=O)O)cc2)c(C)c1C(=O)N/N=C/c1ccc(C(=O)O)cc1 | 2.8 | 1.4 | 11.0 | -12.2 | -2.6 | -1.8 | -3.0 | -4.1 | 17.0 | 12.7 | 1.1
Cc1cccc(C)c1NC(=O)COC(=O)c1cc(S(=O)(=O)Nc2ccc(Cl)cc2)ccc1O | -8.2 | -15.7 | -3.3 | -15.9 | -40.2 | -11.7 | -4.7 | x | -1.8 | 13.0 | x
CCOC(=O)c1c(C)[nH]c(C)c1S(=O)(=O)NC(C)Cc1ccco1 (stereo unspecified) | 0.7 | -30.3 | 1.8 | -21.6 | 2.3 | -5.7 | 20.0 | -3.4 | -2.9 | 3.7 | -0.4
O=S(=O)(NCc1ccccc1)c1ccc(Cl)cc1 | 5.2 | 8.6 | -6.6 | -2.4 | 5.1 | 2.9 | 5.9 | -3.6 | -7.8 | 9.9 | -1.3
COc1ccc(NS(=O)(=O)c2c(C)[nH]c(C)c2C(=O)N2CCCCC2)cc1Cl | -1.5 | 4.1 | 14.7 | 16.5 | -4.4 | 11.3 | -9.4 | -4.7 | 11.9 | 10.0 | 0.4
COc1cccc(C2C(C#N)=C(N)OC3=C2C(=O)CCC3)c1OC(=O)c1ccco1 (stereo unspecified) | x | 6.1 | -0.4 | 10.4 | 10.2 | 4.1 | 7.9 | -3.1 | 10.1 | 3.9 | 0.1
C=CCOc1cccc(/C=C2\C(=O)N(Cc3ccc(C)cc3)C(C)=C2C(=O)OC)c1 | -1.4 | 13.2 | 12.3 | 41.8 | 2.0 | -4.6 | 3.2 | -45.1 | -12.9 | 62.6* | 0.6
Cc1cc(C(=O)NC2CCCCC2C)c2ccccc2n1 (stereo unspecified) | 3.1 | 11.5 | 12.5 | 27.6 | 3.8 | -29.3 | 10.0 | x | 20.8 | 8.6 | -2.5
N#CC1=C(N)Nc2ncnn2C1c1ccc([N+](=O)[O-])cc1 (stereo unspecified) | -4.6 | 9.8 | -19.0 | 18.3 | 3.2 | -7.6 | 6.6 | -1.4 | -4.7 | 1.3 | 4.8
Cc1ccc(-c2cn(C[C@H]3CC[C@@H]([C@@H]4CC[C@H](Cn5cc(-c6ccc(C)cc6)nn5)O4)O3)nn2)cc1 | -13.2 | 54.1 | 0.3 | -11.6 | 1.1 | 3.5 | 9.8 | -5.3 | -0.8 | 11.4 | -1.9
Cc1ccccc1CNC(=O)c1csc([C@H]2C[C@H](O)[C@@H](CO)O2)n1 | 0.4 | 18.9 | -12.3 | 5.9 | 12.5 | -11.9 | -7.4 | -7.1 | x | 4.2 | x
O=P(OCC1CCCO1)(OCC1CCCO1)OCC1CCCO1 (stereo unspecified) | 0.8 | 7.1 | -21.5 | 10.7 | -5.0 | 6.7 | 3.2 | -5.8 | 7.5 | 6.7 | x
COc1cc(NC(=O)c2ccc(F)cc2)c(OC)cc1Cl | x | 6.6 | -15.8 | -16.4 | -14.1 | -19.6 | 5.1 | -5.0 | 15.4 | -21.6 | -1.8

The order is random (roughly 3.3% active in at least one column).
